aGlu spleen mod = inhibits or activates alpha-glucosidase in human spleen homogenate. P10253. human spleen homogenate, 4-MU-alpha-glucoside fluorescence. Potency, µM (doses to about 79.9 µM), for inactives: at the top dose activity change, negative = inhibition, most hits filed as inhibitors. actives 0.006% (n = 240,000). AID 2112;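 note: 0% = enzyme with vehicle and -100% = no enzyme basal signal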
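AC50 values come from Hill-equation fits of concentration-response data, normalized to no-enzyme and full-activity controls. Enzyme source: 1 ug human spleen homogenate; 1 mM fluorogenic 4-MU glucoside, pH 5.0 citrate buffer, 37 C, 40 min.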
GoLoco inh red = blocks human Gai1 binding to RGS12 GoLoco peptide, red readout | Gai1:RGS12 GoLoco peptide FP, rhodamine, 10 min | actives 0.44% (n = 230,000) | AID 880 | Potency, µM (series often up to 61.6 µM), for inactives: at the top dose activity, negative = inhibition, actives largely listed as inhibitors | P63096; active = well fitted inhibition curve with a large enough effect, not every such curve was filed as active; inactive = no such curve, though single readings can be large or run the other way; note: nearly all actives have a fitted effect of over 30% in size; many of its hits are not listed in these tables
GAA glycogen mod = alters human alpha-glucosidase cleavage of glycogen | P10253 | Potency, µM (doses to about 76.4 µM), without a hit: top-dose activity change, negative = inhibition, most hits filed as inhibitors | actives 0.38% (n = 300,000) | recombinant GAA, glycogen substrate, Amplex Red glucose oxidase fluorescence;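 note: 0% = full enzyme reaction and -100% = no-enzyme basal signal; the screen sought inhibitors and activators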
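Natural-substrate format: glycogen cleavage by 4 nM human enzyme, glucose read by Amplex Red coupling (Ex 573, Em 610 nm). Normalized to enzyme and no-enzyme controls.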
GAA inh = alpha-glucosidase (human) inhibition; P10253; purified human GAA, 4-MU-alpha-glucoside fluorescence; Potency, µM (top dose mostly 76.9 µM), without a hit: at the highest dose activity change, negative = inhibition, most hits filed as inhibitors; actives 0.005% (n = 200,000); AID 1466;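 note: plate controls were uninhibited enzyme wells for no effect and no-enzyme background for full effect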
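Endpoint fluorogenic read: 20 min room-temperature reaction of 4 nM human alpha-glucosidase with 400 uM 4-methylumbelliferyl-alpha-D-pyranoside, pH 5.0, quenched with 1M NaOH/1M glycine pH 10. AC50 from Hill modeling.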
L3MBTL1 inh = blocks human L3MBTL1 | Q9Y468 | AlphaScreen L3MBTL1–H3K9me1 peptide binding | Potency, µM (series often up to 57.1 µM), without a hit: at the highest dose activity, negative = inhibition, actives largely listed as inhibitors | actives 0.66% (n = 230,000) | AID 485360; note: nearly all actives have a fitted effect of over 60% in size
Target sequence (Q9Y468 whole entry, looked up): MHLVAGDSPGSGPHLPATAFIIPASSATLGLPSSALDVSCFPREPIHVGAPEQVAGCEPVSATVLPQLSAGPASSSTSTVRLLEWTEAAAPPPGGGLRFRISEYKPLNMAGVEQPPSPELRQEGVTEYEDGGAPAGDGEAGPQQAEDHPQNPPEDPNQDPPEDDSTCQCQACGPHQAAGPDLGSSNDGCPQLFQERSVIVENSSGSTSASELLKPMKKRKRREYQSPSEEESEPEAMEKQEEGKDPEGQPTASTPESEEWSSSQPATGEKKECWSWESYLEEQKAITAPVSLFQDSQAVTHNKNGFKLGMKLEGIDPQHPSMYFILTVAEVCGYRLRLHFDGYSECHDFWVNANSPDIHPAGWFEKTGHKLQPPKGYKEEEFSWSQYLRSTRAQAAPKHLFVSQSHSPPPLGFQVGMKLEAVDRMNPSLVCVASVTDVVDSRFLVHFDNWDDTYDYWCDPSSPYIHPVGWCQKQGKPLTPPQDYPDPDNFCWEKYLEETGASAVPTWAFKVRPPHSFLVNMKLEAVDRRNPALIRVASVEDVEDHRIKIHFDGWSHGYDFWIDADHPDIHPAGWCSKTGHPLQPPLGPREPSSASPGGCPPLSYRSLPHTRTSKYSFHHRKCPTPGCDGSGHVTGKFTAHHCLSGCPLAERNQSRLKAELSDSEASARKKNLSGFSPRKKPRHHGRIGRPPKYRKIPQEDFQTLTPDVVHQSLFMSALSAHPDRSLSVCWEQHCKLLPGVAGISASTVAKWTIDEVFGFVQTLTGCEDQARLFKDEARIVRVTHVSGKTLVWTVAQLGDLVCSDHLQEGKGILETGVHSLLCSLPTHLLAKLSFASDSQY
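Displacement of a biotinylated histone H3(1-15) peptide monomethylated at Lys9 (75 nM) from L3MBTL1 (50 nM) was measured by AlphaScreen after a 30 min room-temperature compound incubation; cefsulodin titration served as intraplate control.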
TexasRed fluor = Texas Red fluorescence interference in TRb-SRC2 counter-screen | actives 0.29% (n = 280,000) | TRb/SRC2 Texas Red total fluorescence interference | Potency, µM (doses to about 106 µM), for inactives: top-dose fluorescence change, negative = quenching; active = well fitted curve in either direction with a large enough effect; inconclusive = small, poorly fitted or top-dose-only effect
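Human TRb ligand-binding domain at 0.6 uM with 20 nM Texas Red SRC2 peptide in Tris buffer containing 1 uM T3 and 5% DMSO, incubated with compound 5 h at ambient temperature. Total fluorescence (555/632 nm) calculated as parallel + 2 × perpendicular.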
RECQ1 helicase = inhibitors of human RECQ1 DNA helicase; RECQ1 DNA unwinding, red fluorescence kinetic read; P46063; Potency, µM (top dose mostly 57.3 µM), without a hit: at the highest dose activity, negative = inhibition, hits mostly inhibitors; actives 0.54% (n = 240,000);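 note: plate controls were vehicle for no effect and no enzyme for full effect; nearly all actives have a fitted effect of over 30% in size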
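50 nM RECQ1T1 preincubated 15 min with compound in Tris pH 8.0 buffer with MgCl2, DTT, Tween-20 and 2.5 ug/ml poly(dI-dC); started with 200 nM TAMRA/BHQ-2 forked duplex and 2 mM ATP. Unwinding read as fluorescence (525/598 nm), two reads 2 h apart.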
TRb SRC2 PPI = disrupts binding of human TR beta to SRC2; P10828; TRbeta-SRC2 peptide binding, fluorescence polarization; receptor liganded with 1 µM T3; Potency, µM (titrated, usually from 106 µM), for inactives: at the top dose activity change, negative = inhibition, usual class: inhibitors; actives 0.065% (n = 280,000); AID 1469;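 note: plate controls were bound peptide for no effect and peptide without receptor for full effect; nearly all actives have a fitted effect of over 50% in size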
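TRb LBD 0.6 uM + Texas Red SRC2 peptide 20 nM, 1 uM T3, Tris buffer w/ 5% DMSO; compound pinned, 5 h RT; FP read ex 555/em 632; normalized to unbound and bound controls.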
An asterisk follows results filed as active; i = inactive; u = inconclusive; x = no result given; & = joins results of further samples; [ ] = dose if it differs, or a comment. Unless noted, calls come from the whole dose curve; as a rule, active = well fitted curve in the direction sought with a large enough effect; inconclusive = small, poorly fitted or top-dose-only effect, or another doubt; inactive = no such curve, though single readings can be large; an effect the other way counts as inactive or inconclusive. Unless noted, % is set by controls: 0 for no effect and ±100 for the full control effect; potency is the fitted concentration of half-maximal effect.

SMILES | aGlu spleen mod | GoLoco inh red | GAA glycogen mod | GAA inh | L3MBTL1 inh | TexasRed fluor | RECQ1 helicase | TRb SRC2 PPI
CCc1ccccc1NC(=S)NN | 1% | 5% | u | -1% | x | 2% | i | -1%
N/C(=N\OC(=O)c1ccc(F)cc1)c1ccccc1 | 4% | 9% | -7% | -6% | 10% | 2% | -4% | 5%
Cc1cc(=O)n2c(n1)SCOC2 | 2% | -3% | 8% | 0% | u | 3% | -2% | 3%
COc1cccc(NC(C(=O)Nc2cccc(C(C)=O)c2)c2ccccc2)c1 (stereo not drawn) | -4% | -15% | -1% | -7% | -6% | 0% | -3% | -4%
O=C(Nc1ccccc1F)c1ccccc1-c1ccc(C(F)(F)F)cc1 | -5% | -1% | 10% | -2% | 10% | 0% | -1% | -14%
O=C(/C=C/c1cccnc1)c1ccccc1O | -1% | -7% | 1% | x | x | -2% | i | -2%
CN(C)[C@H]1C(=O)C(C(=O)NCN2CCCC2)=C(O)[C@]2(O)C(=O)C3=C(O)c4c(O)cccc4[C@@](C)(O)[C@H]3C[C@@H]12 | -4%[29.1 µM] | -18%[21.6 µM] | x | x | x | -2%[53 µM] | -21%[25.9 µM] | -7%[53 µM]
O=C(CNC(=S)N(Cc1ccccc1)Cc1ccccc1F)NCCc1ccc(Cl)cc1 | -26% | 7% | -11% | -10% | u | -7% | -6% | 2%
Nc1ccccc1SC1CC(=O)N(Cc2ccccc2)C1=O (stereo not drawn) | 0% | 5% | 1% | -4% | x | 1% | i | -4%
C/C(=N/NC(=O)c1ccc2c(c1)OCO2)c1cccc(NC(=O)C(C)(C)C)c1 | -7% | 4% | 0% | 2% | 0% | -5% | -10% | 6%
Fc1cc(Br)ccc1Nc1nc2ccccc2n2nnnc12 | 4% | 5% | 3% | 3% | 16% | -1% | i | 1%
CCOC(=O)n1c(SCC(=O)N(CC)CC)nc2ccccc21 | -2% | 2% | -5% | 4% | 1% | -1% | i | -13%
C[C@]12CCC(=O)C=C1CC[C@@H]1C2[C@@H](O)C[C@@]2(C)[C@H]1CC[C@]2(O)C(=O)CO (stereo partly drawn) | -8%&-6% | -1%&4% | x | x | x | -1%&3% | -8%&-8% | -4%&2%
NC(=S)N/N=C/c1ccc(-c2ccccc2)o1 | x | 8% | -12% | -5% | -6% | -3% | i | 3%
CCC(CO)NC(=O)c1cccc(S(=O)(=O)N2c3ccccc3CC2C)c1 (stereo not drawn) | 6% | 0% | -16% | -6% | 0% | -2% | -5% | -4%
O=P1(Nn2cnnc2)C=C(c2ccccc2)OC(c2ccccc2)=C1 | -9% | 8% | 0% | -3% | x | -3% | i | -2%
CC(=O)Nc1ccc(S(=O)(=O)N2CCc3c(Cl)cccc3C2)cc1 | -2% | -1% | 3% | -4% | x | -1% | -1% | 14%
COCCCNC(=O)C(=O)NC1CCCCC1C (stereo not drawn) | 9% | -3% | 16% | 5% | 8% | -1% | i | 4%
C#CCN1C(=O)C(O)(CC(=O)/C=C/C=C/c2ccccc2)c2ccccc21 (stereo not drawn) | -13% | 4% | -5% | 2% | -7% | -4% | -14% | -1%
O=[N+]([O-])c1ccccc1S(=O)(=O)Oc1ccc(C(=S)N2CCOCC2)cc1 | -10% | -1% | 7% | 0% | -2% | -4% | -2% | 4%
Clc1ccccc1Cn1nnc2c(NCC3CC3)ncnc21 | 0% | -13% | -4% | -10% | -2% | -6% | -4% | 2%
COc1ccccc1Nc1nc(-c2sc(NC(=O)c3ccccc3)nc2C)cs1 | -13% | 19% | -17% | 6% | 0% | 5% | -16% | -15%
CC(C)c1ccc(NC(=O)CSc2nc(-c3ccccc3F)nc3nc[nH]c23)cc1 | 2% | 19% | 2% | 6% | -4% | 1% | 1% | 4%
CCC(=O)Nc1ccc(NC(=O)CSc2nnnn2-c2ccc3c(c2)OCCO3)cc1 | -4% | -3% | -10% | -1% | 8% | -2% | -19% | -1%
CCOC(=O)CSc1nc(C(C)C)nc2sc(C)c(C)c12 | 3% | 9% | 12% | 2% | 69%[activator] | -2% | -2% | 4%

5 records picked at random from the list so far, as already listed:
SMILES | aGlu spleen mod | GoLoco inh red | GAA glycogen mod | GAA inh | L3MBTL1 inh | TexasRed fluor | RECQ1 helicase | TRb SRC2 PPI
CN(C)[C@H]1C(=O)C(C(=O)NCN2CCCC2)=C(O)[C@]2(O)C(=O)C3=C(O)c4c(O)cccc4[C@@](C)(O)[C@H]3C[C@@H]12 | -4%[29.1 µM] | -18%[21.6 µM] | x | x | x | -2%[53 µM] | -21%[25.9 µM] | -7%[53 µM]
Fc1cc(Br)ccc1Nc1nc2ccccc2n2nnnc12 | 4% | 5% | 3% | 3% | 16% | -1% | i | 1%
Cc1cc(=O)n2c(n1)SCOC2 | 2% | -3% | 8% | 0% | u | 3% | -2% | 3%
COc1cccc(NC(C(=O)Nc2cccc(C(C)=O)c2)c2ccccc2)c1 (stereo not drawn) | -4% | -15% | -1% | -7% | -6% | 0% | -3% | -4%
CC(C)c1ccc(NC(=O)CSc2nc(-c3ccccc3F)nc3nc[nH]c23)cc1 | 2% | 19% | 2% | 6% | -4% | 1% | 1% | 4%

Remaining list, next part.
SMILES | aGlu spleen mod | GoLoco inh red | GAA glycogen mod | GAA inh | L3MBTL1 inh | TexasRed fluor | RECQ1 helicase | TRb SRC2 PPI
Cc1ccc(C(=O)C2CCN(CC(=O)Nc3nc(C)cs3)CC2)cc1 | -18% | 12% | -1% | -2% | -6% | -1% | -4% | 1%
CN1CCN(CC(=O)Nc2nnc(-c3cccs3)s2)CC1 | -1% | -1% | 2% | 13% | 3% | -5% | -1% | 0%
CN(C)/C=C(\C=O)c1onc(-c2ccccc2Cl)c1C#N | x | 0% | 6% | -1% | 26% | 0% | -19% | -2%
CC(C)OC(=O)c1ccc(NC(=O)c2ccco2)cc1 | 0% | 2% | 7% | -3% | x | -2% | -11% | 2%
CCC(=O)Nc1ccc(C=C(C(C)=O)C(C)=O)cc1 | 0% | -7% | 1% | x | 3% | -3% | 0% | -5%
COc1ccccc1NC(=O)N1CCN(c2ccc3nnc(-c4ccc(F)cc4)n3n2)CC1 | 4% | -4% | -3% | x | x | -2%&-19% | -1% | -2%&4%
CCOc1ccc(N2C(=O)CC(N3CCN(C4CCc5ccccc5C4)CC3)C2=O)cc1 (stereo not drawn) | 2% | 3% | 8% | -2% | 7% | 1% | 4% | 6%
CCc1cc(C(c2ccccn2)N2CCN(C)CC2)c(NC(=O)c2ccccc2)s1 (stereo not drawn) | 0% | -1% | -4% | -7% | -5% | -1% | -2% | -2%
CCOC(=O)N1CCN(C2CC(=O)N(c3ccc(Oc4ccccc4)cc3)C2=O)CC1 (stereo not drawn) | -1% | -7% | -2% | u | x | -2% | i | 1%
CC1(C)CC(N2CCCCC2)=CC(=[N+]2CCCCC2)C1 | -6% | 2.5µM* | -6% | -5% | x | -3% | 1% | 2%
CCC(C)NS(=O)(=O)c1ccc(OC)c(Cl)c1Cl (stereo not drawn) | -4% | 3% | 10% | -4% | x | 0% | i | 3%
Cc1noc(C)c1/C=N/Nc1ccc2ccccc2n1 | x | -4% | -15% | 8% | 8% | -2% | -3% | -1%
CC1CN(C(=O)CSc2nnc(-c3ccc(Cl)cc3)n2C)CC(C)O1 (stereo not drawn) | -7% | -1% | 3% | -4% | x | 1% | -3% | -4%
c1ccc(-c2nn3c(C4CCCCC4)nnc3s2)nc1 | -8% | -2% | 9% | -1% | 1% | -2% | -1% | -7%
S=C(NCCN1CCOCC1)NC1CCCC1 | 3% | -9% | 8% | -2% | 8% | -2% | i | -3%
CNC(=O)Nc1ccccc1C(=O)NCc1ccccc1 | -1% | 1% | -2% | -4% | -1% | 1% | i | -6%
Cc1cccc(C2=NN(c3ccc(Br)cc3)[C@@H](C(=O)N3CCOC3=O)[C@@H]2C)c1 | 7% | 2% | x | x | 48%[activator] | 3% | -11%[81.1 µM] | 3%
COC(=O)c1ccc(/C=N/NC(=S)NC(C)C)cc1 | 1% | 1% | 2% | x | x | -2% | i | 4%
O=C(NCc1ccc(Cl)cc1)c1noc2c1CCCCC2 | -2% | 5% | 0% | -9% | x | 1% | i | -5%
CCOc1ccc(C(CC(=O)O)NC(=O)C(Sc2ccccc2)c2ccccc2)cc1 (stereo not drawn) | -8% | 0% | 7% | 2% | x | -2% | -4% | 2%
C=CCN(CC=C)CC(O)Cn1c2ccccc2c2ccccc21 (stereo not drawn) | -5% | 11% | 6% | -22% | -4% | -1% | -7% | 17%
COC(=O)c1ccccc1NC(=O)COC(=O)c1cccnc1 | -5% | -1% | 7% | -1% | x | 0% | 10% | -4%
C/C=C/C(=O)Nc1ccc(N2CCN(c3ccc(C(F)(F)F)cn3)CC2)nc1 | 0% | 0% | 3% | x | x | -9% | 24% | 4%
N#Cc1nc(-c2cccs2)oc1NCc1ccco1 | 13% | -1% | u | u | -11% | -9% | 0% | -3%
CCOC(=O)C1CCCN(Cc2c(Cl)cccc2Cl)C1 (stereo not drawn) | -5% | -6% | 3% | 1% | x | -2% | -15% | -6%
COc1ccc(CNc2ccc3c(c2)ncn3-c2ccccc2OC)cc1 | -2% | -7% | -28% | -10% | u | -1% | -12% | -3%
C[C@H]([C@H](C)N1CC(=O)NC(=O)C1)N1CC(=O)NC(=O)C1 | 5%&15% | -14% | x | x | x | 0%&0% | -12%&-9% | -1%&-1%
CCOC(=O)C1=C(c2ccccc2)OC(N)=C(C#N)C1c1ccncc1 (stereo not drawn) | 7% | -7% | 2% | -21% | -4% | 1% | 21% | 4%
COc1ccc(-c2noc(CCC(=O)Nc3cc(OC)ccc3OC)n2)cc1 | 0% | 4% | 2% | -2% | x | -4% | -6% | -14%
CC(OC(=O)CCc1nc2ccccc2c(=O)[nH]1)C(=O)Nc1ncc(Cl)cc1Cl (stereo not drawn) | -5% | 5% | -8% | 4% | 2% | 1% | -1% | -2%

Screens as filed in PubChem BioAssay.

Not all compounds are listed; count on the stated rates, not on these rows.
